# zfTRPN1 agonist: activates the zebrafish TRPN1 channel; HEK293 zebrafish TRPN1-YFP, Fluo-8 calcium fluorescence; 100% = response to 87 µM carbachol; AID 1424; activation, % at 3 µM; 220,000 compounds, 0.18% hits;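 active = activation above its plate's cutoff, the mean activation of test wells on that plate plus 3 SD, cut at about 19% in these data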;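 also: 0% = DMSO alone and 100% = 87 µM carbachol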
#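 Control set: carbachol 87 µM as high control, DMSO as low control; system: HEK293 stable line with zebrafish TRPN1-YFP; read-out: % activation versus carbachol response; detection: intracellular calcium fluorescence with Fluo-8; doses: single test compound dose, 3 µM nominal, 0.3% DMSO; schedule: dye 1 h 37 °C plus 30 min RT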
# TNF death inh: blocks TNF-alpha induced death of Jurkat FADD-/- cells; Jurkat FADD-/- TNF necroptosis rescue, ATP luminescence, 24 h; 0 = TNF only, 100 = no-TNF cells; activation (protection from cell death), % at 10 µM; 220,000 compounds, 0.068% hits;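 active = activation, meaning protection from cell death, of at least 50% relative to plate controls; inactive = activation below 50%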;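 also: necroptosis triggered by 40 ng/mL TNF-alpha added together with compound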
# Ba/F3 V617F tox: lowers viability of Ba/F3 cells expressing EpoR and JAK2V617F; inhibition, % at 5.6 µM; AID 1446; ATP luminescence; 220,000 compounds, 1.1% hits;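 active = inhibition above the campaign mean plus 3 SD over all tested compounds, cut at about 24% in these data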;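 also: cytokine-independent growth of Ba/F3 cells driven by EpoR plus mutant JAK2; 0% = DMSO-treated cells and 100% = JAK inhibitor I control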
# Wee1 stabilizer: blocks degradation of human Wee1 kinase. HeLa Luc-Wee1K328M stability, luciferase luminescence; 100% = proteasome inhibitor MG132 effect. AID 1321. 220,000 compounds, 1.2% hits. P30291. reporter increase, % at 5 µM;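 active = activation above the mean of all tested compounds plus 3 SD, set per screening run, cut at about 8.8% in these data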;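 also: cells exposed to compound for 20 h before luminescence read; 0% = DMSO alone and 100% = MG132 at 30 µM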
# Target sequence (P30291 whole entry K328M): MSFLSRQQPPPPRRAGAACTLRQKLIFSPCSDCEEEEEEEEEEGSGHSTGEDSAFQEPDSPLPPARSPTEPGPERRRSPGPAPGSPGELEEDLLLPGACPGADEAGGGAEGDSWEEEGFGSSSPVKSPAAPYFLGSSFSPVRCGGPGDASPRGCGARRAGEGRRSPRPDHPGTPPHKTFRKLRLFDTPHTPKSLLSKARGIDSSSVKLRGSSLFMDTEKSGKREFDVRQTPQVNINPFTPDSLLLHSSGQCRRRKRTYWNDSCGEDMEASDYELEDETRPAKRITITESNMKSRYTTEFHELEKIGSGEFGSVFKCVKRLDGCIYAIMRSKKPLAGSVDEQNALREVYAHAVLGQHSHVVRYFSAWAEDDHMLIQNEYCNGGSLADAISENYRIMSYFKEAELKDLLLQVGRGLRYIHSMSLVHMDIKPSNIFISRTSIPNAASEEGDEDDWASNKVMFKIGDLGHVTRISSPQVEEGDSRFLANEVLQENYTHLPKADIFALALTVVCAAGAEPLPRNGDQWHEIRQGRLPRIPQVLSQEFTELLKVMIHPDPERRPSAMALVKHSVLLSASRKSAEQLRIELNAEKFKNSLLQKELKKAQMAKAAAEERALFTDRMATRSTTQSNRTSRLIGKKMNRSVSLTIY
# TRPML3 ag: agonists of human TRPML3 channel. HEK293 TRPML3-YFP, Fluo-8 calcium fluorescence; 100% = the carbachol control signal. activation, % at 3 µM. 220,000 compounds, 0.29% hits;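 active = activation above its plate's cutoff, the mean activation of the plate's test wells plus 3 SD, cut at about 12% in these data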;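 also: 0% = DMSO only wells and 100% = carbachol wells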
#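 system = HEK293 cells stably carrying human TRPML3-YFP | doses = one concentration, 3 µM nominal, 0.3% DMSO | timing = dye loading 1 h 37 °C then 30 min ambient, 125 s read | detection = Fluo-8 calcium dye fluorescence, ex 470-495, em 515-575 nm | benchmarks = high control carbachol 87 µM, low control DMSO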
# CHOP inhibitor: blocks CHOP induction under ER stress. CHO-K1 CHOP-promoter luciferase, tunicamycin-induced, 15-18 h. inhibition, % at 10 µM. 220,000 compounds, 3.8% hits. AID 2732;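 active = compounds that reduced the stress-induced luciferase reporter signal by more than about 70% of percent inhibition, limit read from the data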;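 also: 0% = tunicamycin plus vehicle and 100% = wells without tunicamycin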
# PPC-1+TRAIL kill: kills PPC-1 cancer cells in the presence of TRAIL. PPC-1 cells + TRAIL, ATPLite viability luminescence. AID 1443. cell killing (% activity), % at 4 µM. 220,000 compounds, 0.41% hits;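 active = cell killing above 50% in the first pass at 4 µM, then a duplicate retest at 5 µM averaging 50% or more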;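 also: plate controls were cells with TRAIL plus DMSO for no effect and medium-only wells lacking cells for full effect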
# RBBP9 inhibitor: inhibitors of human serine hydrolase RBBP9; inhibition, % at 7.94 µM; recombinant RBBP9, FP-Rh probe fluorescence polarization; 220,000 compounds, 0.2% hits;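 active = inhibition above the campaign mean of all tested compounds plus 3 SD, cut at about 14% in these data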;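 also: plate controls were DMSO wells with RBBP9 for no effect and wells lacking RBBP9 protein for full effect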
# Target sequence (O75884 whole entry, looked up): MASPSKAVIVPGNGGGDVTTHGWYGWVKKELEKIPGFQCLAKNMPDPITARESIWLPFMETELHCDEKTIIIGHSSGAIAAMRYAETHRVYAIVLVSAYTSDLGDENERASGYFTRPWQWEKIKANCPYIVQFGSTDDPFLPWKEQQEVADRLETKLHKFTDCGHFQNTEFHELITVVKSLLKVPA
#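 System: RBBP9 protein / Buffer or medium: Tris/NaCl buffer pH 8.0 with 0.1% Pluronic / Probe or stimulus: Serine-hydrolase probe FP-Rh, 375 nM pre-mixing / Dosing: 7.94 µM single dose, 0.794% DMSO / Times: enzyme-compound preincubation 30 min, then probe labeling 45 min, 25 °C / Technique: fluorescence polarization (mP), excitation 525 nm, emission 598 nm / Replication: singlicate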
# BaF3 parental: reduces parental Ba/F3 cell viability, JAK2V617F counter-screen; 220,000 compounds, 1.1% hits; inhibition, % at 5.6 µM; CellTiter-Glo ATP luminescence;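 active = inhibition above a per-campaign cutoff, the mean inhibition of all tested compounds plus 3 SD, cut at about 27% in these data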;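 also: 0% = DMSO wells and 100% = JAK Inhibitor I control wells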
# The depositor's hits bear a star; . = no result given.
SMILES,zfTRPN1 agonist,TNF death inh,Ba/F3 V617F tox,Wee1 stabilizer,TRPML3 ag,CHOP inhibitor,PPC-1+TRAIL kill,RBBP9 inhibitor,BaF3 parental
CCOC(=O)c1ccc(NC(=O)CN2C(=O)NC3(CCC(C)CC3)C2=O)cc1 (configuration not stated),0.3,6.6,0.4,-4.7,0.4,9.8,27.1,-2.2,3.2
O=C(CNC1C(=O)Nc2ccccc21)Sc1ccccc1 (configuration not stated),0.3,0.1,-0.9,-2.5,-0.1,5.8,13.5,0.3,-1.3
CC(C)(C)Nc1nc(SCC(=O)Nc2ccccc2)nc(N2CCOCC2)n1,-2.3,2.1,-4.4,-3.5,-0.7,35.5,-4.7,-2.8,-1.3
Cn1c(=S)n(CCC(=O)O)c2ccccc21,1.2,1.7,-2.8,-0.7,0.9,-2.3,.,-6.6,3.2
CCn1c(NCc2ccc3c(c2)OCO3)nc2ccccc21,-0.8,1.6,-2.9,-3.1,-0.1,0.8,13.7,-0.5,-1.8
CC1CCCC(C)N1C(=O)COC(=O)c1ccc(O)cc1 (configuration not stated),1.9,2.2,2.3,-0.8,0.2,2.5,8.3,-5.3,0.7
O=C(c1cc2ncccn2n1)N1CCc2c([nH]c3ccccc23)C1c1ccccc1F (configuration not stated),1.7,5.1,0.7,5.8,-0.3,16.4,.,1.0,8.5
Cc1ccc2nc(-c3ccc(S(=O)(=O)N4CCCCC4)cc3)cn2c1,0.1,1.5,-0.1,-0.4,-1.9,6.7,13.0,-4.8,1.0
c1ccc2oc(-c3csc(NCC4CCCO4)n3)cc2c1 (configuration not stated),-0.2,-0.2,-4.5,-0.7,-0.1,20.5,25.4,-3.9,0.7
COc1ccc(/C=C(/NC(=O)c2ccccc2Cl)C(=O)NCCCC(=O)O)cc1,1.4,0.1,3.8,2.2,0.3,-8.9,-12.4,-4.1,10.8
CCc1cc(-c2n[nH]c(C)c2-c2nc3ccccc3n2C)c(O)c(CN2CCN(C)CC2)c1O,0.2,-9.9,-0.4,-5.1,0.8,10.0,-18.9,-7.3,1.0
O=C(NCCc1ccccc1)c1ccco1,-0.1,-1.6,1.8,-2.9,0.2,22.5,34.8,-1.5,0.8
COC(=O)C1=C(N)Oc2cc(C)n(CC3CCCO3)c(=O)c2C1c1ccc(Cl)cc1 (configuration not stated),-1.2,-4.7,3.0,-1.9,-0.9,-0.1,-8.5,-8.4,5.6
COCCCN1C(=O)C(=O)/C(=C(/O)c2ccc(OC(C)C)c(C)c2)C1c1ccncc1 (configuration not stated),0.6,-2.4,-2.8,-2.9,0.1,20.0,21.0,-5.0,2.8
CC(=O)Nc1ccccc1OCC(=O)NCCc1ccc(Cl)cc1Cl,0.2,-2.0,-0.4,-2.6,0.7,17.3,6.3,-7.0,7.1
Cc1[nH]c2ccccc2c1/C=N/NC(=O)CCC(=O)NCc1ccccc1,1.0,1.0,-3.4,-0.1,1.1,-0.3,4.7,-2.1,5.5
Cc1cccc(C)c1NC(=O)C1(N2CCN(C(=O)c3ccco3)CC2)CCCCC1,-1.1,-1.1,-0.4,-1.6,0.4,-5.5,29.9,-7.8,1.4
O=C(Cn1cc(C(F)(F)F)cc(Cl)c1=O)NCCc1ccc(Cl)cc1Cl,0.5,3.2,-1.6,1.9,0.7,74.0*,23.4,-3.6,-4.8
COc1ccc(C)cc1S(=O)(=O)N1c2ccccc2CC1C (configuration not stated),-1.0,-0.9,-0.8,-1.2,1.3,22.9,2.3,3.6,7.6
CC1CCN(Cc2nnnn2-c2cccc([N+](=O)[O-])c2)CC1,-0.1,-1.0,-2.0,-0.7,0.6,43.7,-1.7,-0.9,2.2
COc1cc(NC(=O)C2CCCCC2)c(OC)cc1NC(=O)c1ccco1,1.0,1.3,-3.6,-2.1,0.0,-4.1,-2.0,-3.0,-0.6
Cc1ccc(S(=O)(=O)N2CCN(c3nc(C(C)C)c4c(c3C#N)CC(C)(C)OC4)CC2)cc1,0.3,-9.8,1.4,-1.4,0.2,-107.4,19.0,-8.0,6.1
CCC(=O)N1c2ccccc2C(N(C(C)=O)c2ccccc2)CC1C (configuration not stated),0.3,-6.9,1.6,-0.6,0.5,-2.2,8.4,-3.5,7.0
CC1(C)Cc2noc(N)c2C(C)(C)N1OC(=O)c1ccccc1,0.7,-1.2,-2.4,-2.2,1.2,5.1,-4.0,2.6,9.6
O=[N+]([O-])c1cccnc1NCCc1ccccc1,0.5,0.8,1.6,-0.3,0.1,7.9,20.0,7.9,3.0
O=C(O)c1ccc([N+](=O)[O-])c(CS(=O)(=O)c2ccc(Cl)cc2)c1,0.0,0.5,2.4,-3.4,-0.1,-10.1,15.6,-9.7,8.4
Cc1ccccc1C(=O)NC(CC(C)C)C(=O)Nc1cccc(S(=O)(=O)N(C)C)c1 (configuration not stated),-0.8,0.3,10.5,0.9,-0.2,-13.0,19.0,-6.6,41.7*
Cc1c(C)n(C(=O)CN2CCC(C(N)=O)CC2)c2ccccc12,1.1,5.1,0.4,1.1,0.4,44.3,13.9,8.1,0.4
O=C(Nc1ccccc1)c1cccnc1NCCc1ccccc1,1.0,1.3,5.0,-2.9,0.0,32.9,-4.2,-10.9,8.3
COc1cccc(CN(c2ccc3c(c2)CCC3)S(=O)(=O)c2ccc(-n3cnnn3)c(OC)c2)c1,0.2,4.7,-2.2,3.5,1.2,20.9,7.3,-4.0,7.3
CN(C)C(=C(C#N)C#N)N1CCN(c2ccc(Cl)c(Cl)c2)CC1,9.2,0.2,0.4,1.2,2.7,18.5,19.7,-8.8,8.2
CCCCN(CC)C(=O)c1ccc(Cl)cc1,0.7,5.8,2.4,4.3,0.7,5.8,-10.3,-6.5,6.1
Cc1ccc(S(=O)(=O)N(C)C)cc1-n1c(SCC(=O)Nc2ccccc2)nc2ccccc2c1=O,2.5,3.6,-1.4,3.8,-0.1,20.0,7.7,-9.3,7.2
Cc1ccccc1S(=O)(=O)Cc1ccc(C(=O)N2CC(C)CC(C)C2)o1 (configuration not stated),0.5,0.6,-3.3,1.0,0.9,26.7,-14.2,-5.8,-1.6
Cn1c2c(c(=O)n(C)c1=O)NC1(N2)C(=O)Nc2ccccc21 (configuration not stated),0.6,-2.1,-3.6,0.2,0.9,14.2,12.2,-2.3,0.7
COc1ccc(C)cc1NS(=O)(=O)c1cn(C)c(=O)n(C)c1=O,0.0,-0.5,0.8,-0.7,-0.2,-25.4,21.8,-11.1,1.0
Cc1ccc(NC(=O)c2ccccc2Cl)c(Cl)c1,-2.5,-1.5,-1.1,1.0,0.1,27.8,28.8,5.3,1.1
O=S(=O)(NCCc1ccccc1)c1cccc2cccnc12,-0.6,1.3,-1.6,-0.1,0.7,34.2,31.5,0.3,4.5
O=C(CSCC(=O)N1CCCCC1)OCC(=O)c1c[nH]c2ccccc12,-1.2,-0.8,-1.5,-3.5,-0.5,-9.6,-11.9,-5.5,0.9
CCCSc1nc2ccsc2c(=O)n1CC,-2.4,-0.4,-2.6,2.4,0.4,14.5,-5.3,2.1,2.5
Cn1cnnc1Sc1ccc(C(=O)NCCC23CC4CC(CC(C4)C2)C3)cc1[N+](=O)[O-],0.4,1.1,-6.3,0.3,0.2,4.6,6.9,-7.1,4.0
O=C1NC(=Nc2ccc(O)cc2)S/C1=C\C=C\c1ccco1,0.2,-17.7,75.0*,7.7,-0.1,-8.9,8.7,7.2,60.5*
FC(F)(F)c1ccc(Cl)c(-n2c(-c3cc(C4CC4)[nH]n3)n[nH]c2=S)c1,-2.3,1.1,-0.1,-2.6,-0.3,-10.2,-19.3,-1.9,-4.2
O=[N+]([O-])c1cccc(S(=O)(=O)[N-]c2nc3ccccc3nc2-n2cc[n+](Cc3ccccc3)c2)c1,0.7,0.8,-3.0,-1.2,0.1,7.5,-8.4,-9.8,1.3
CCOc1ccccc1N(C)C(=O)C1CCN(S(=O)(=O)c2cccc3nonc23)CC1,0.6,-0.1,-2.1,0.0,0.0,13.4,25.1,-4.3,4.7
CC(CC(=O)NC(C)c1ccc2c(c1)OCCO2)c1ccccc1 (configuration not stated),-0.8,1.3,1.6,-1.9,0.6,32.3,0.0,-5.2,2.1
C/C=C(\C)CN1CCc2cc(OC)c(OC)cc2C1,0.0,0.0,-5.3,3.0,0.9,19.5,27.7,-4.5,-2.2
Cc1ccc(CS(=O)(=O)CCC(=O)NCc2ccccn2)cc1,-0.8,-0.8,1.5,-1.9,-0.6,-9.9,5.1,-1.3,1.9
CC(C)(C)OC(=O)NCCCC[C@H](NC(=O)c1nc[nH]c1C(=O)NC(c1ccccc1)c1ccccc1)C(=O)OC(C)(C)C,2.8,-1.4,0.7,-0.7,1.1,14.4,5.2,-22.6,-0.7

# Among those listed so far, 6 have an aryl methoxy group:
SMILES,zfTRPN1 agonist,TNF death inh,Ba/F3 V617F tox,Wee1 stabilizer,TRPML3 ag,CHOP inhibitor,PPC-1+TRAIL kill,RBBP9 inhibitor,BaF3 parental
COc1ccc(/C=C(/NC(=O)c2ccccc2Cl)C(=O)NCCCC(=O)O)cc1,1.4,0.1,3.8,2.2,0.3,-8.9,-12.4,-4.1,10.8
COc1ccc(C)cc1S(=O)(=O)N1c2ccccc2CC1C (configuration not stated),-1.0,-0.9,-0.8,-1.2,1.3,22.9,2.3,3.6,7.6
COc1cc(NC(=O)C2CCCCC2)c(OC)cc1NC(=O)c1ccco1,1.0,1.3,-3.6,-2.1,0.0,-4.1,-2.0,-3.0,-0.6
COc1cccc(CN(c2ccc3c(c2)CCC3)S(=O)(=O)c2ccc(-n3cnnn3)c(OC)c2)c1,0.2,4.7,-2.2,3.5,1.2,20.9,7.3,-4.0,7.3
COc1ccc(C)cc1NS(=O)(=O)c1cn(C)c(=O)n(C)c1=O,0.0,-0.5,0.8,-0.7,-0.2,-25.4,21.8,-11.1,1.0
C/C=C(\C)CN1CCc2cc(OC)c(OC)cc2C1,0.0,0.0,-5.3,3.0,0.9,19.5,27.7,-4.5,-2.2

# Screening data from PubChem.
